# Xi reactivation = activators of inactive X chromosome reactivation, primary screen, imaging, XiGFP fibroblasts, GFP high-content imaging, set 2. XiGFP mouse fibroblasts, % GFP-positive cells imaging, 3 d; cells co-treated with 5-aza-dC sensitizer; scaled so ellipticine positive control = 100%. activation, % at 7.58 µM. 360,000 compounds, 0.055% hits;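 active means mean normalized replicate activation at least 10% and every replicate at or above 10%; inconclusive means only one of the two criteria met; inactive means mean below 10% and not all replicates reach 10%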;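 further: 0% = median of on-plate neutral control wells and 100% = ellipticine 6 µM median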
#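 Material: SV40-immortalized XiGFP fibroblast cells, line 68-5-11 | Buffer or medium: DMEM containing 5-aza-dC | Dosing: One concentration, pinned | Times: 3 d treatment, 15 min room-temperature fixation | Controls: Ellipticine 6 µM positive control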
# DENV2 CPE = inhibitors of DENV2 cytopathic effect, primary screen, cell-based, plate reader, single concentration; DENV2-infected cells, cytopathic effect rescue; CPE inhibition, % at 9.99 µM; 350,000 compounds, 1.7% hits; AID 651640, 2012; in the data active means CPE inhibition above about 20%, passing the limit was not always enough; inconclusive means no clear call, values can overlap the other calls; tested in BHK-21 cells;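 further: 0% = median of neutral control wells and 100% = median of positive control wells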
# ARNT TACC3 PPI = disruptors of ARNT/TACC3 protein interaction, primary screen, biochemical, AlphaScreen, single concentration; AlphaScreen His-ARNT PAS-B/GST-TACC3 binding, luminescence; TACC3 fragment carries E629A point mutation; inhibition, % at 9.99 µM; Transforming acidic coiled-coil-containing protein 3 (Homo sapiens), Q9Y6A5; 390,000 compounds, 0.66% hits;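 active means mean inhibition of replicates at least 50% and at least half of replicates each reaching 50%; inconclusive means half or more replicates reach 50% but mean below 50%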;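 further: 0% = complete ARNT plus TACC3 wells and 100% = ARNT alone without TACC3; many hits fall short of the cut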
# EWS-Fli inh = EWS/Fli-driven NR0B1 reporter inhibitors, primary screen, A673 cells, NR0B1 luciferase, luminescence, MLPCN library. viability-normalised. inhibition, % at 12.6 µM. 350,000 compounds, 0.67% hits. AID 651661, 2012;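 active means mean inhibition of at least 50% after viability correction, with every replicate also passing that limit; inconclusive means mean reaches 50% but only one of two replicates passes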;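 further: firefly luciferase signal divided by Alamar Blue viability fluorescence both relative to DMSO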
# INS-1E GSIS act = GLuc luminescence reporter in INS-1E cells, primary screen for activators of glucose-dependent secretion of insulin; 370,000 compounds, 0.61% hits; INS-1E GLuc reporter insulin secretion, 2-3 h; activation, % at 16.6 µM; AID 743287, 2014;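 active means lowest replicate activation of at least 40%, so every replicate reaches that level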;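 further: 0% = median of neutral control wells and 100% = median of IBMX positive control wells; some compounds called inactive have numbers as strong as hits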
# CFTR F508del cor = F508del CFTR correction, initial screen, CFBE line, single point. CFBE cells, YFP halide quenching; stimulated with forskolin plus potentiator P3; % fluorescence drop versus neutral controls. activity (quench increase), % at 7.58 µM. 350,000 compounds, 0.36% hits;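 active means mean added fluorescence quench of at least 8% versus neutral control, with both replicates also reaching 8%; inconclusive means only one of the mean or replicate conditions met; inactive means mean below 8% and not both replicates reaching 8%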;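 further: cells transiently co-express mutant CFTR-F508del with the halide-sensitive YFP; corrector assay measuring rescue of mutant channel to the surface after 24 h compound exposure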
# PAX8 inh HTS = inhibitors of PAX8-driven TPO luciferase reporter, primary screen, RMG-I cells, single concentration; inhibition, % at 12.6 µM; 360,000 compounds, 1.2% hits; SteadyGlo, 24 h;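 active means mean replicate inhibition at least 60% with every replicate also reaching 60%; inconclusive means only one of the two criteria is met; inactive means mean below 60% and not all replicates reaching 60%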;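 further: luciferase light reporting Pax8 driven TPO promoter activity; plate controls were median of neutral control wells for no effect and mitoxantrone controls for full effect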
# ERp5 inh = inhibitors of ERp5-driven insulin aggregation, primary screen, biochemical, turbidity, absorbance 650 nm, single point | inhibition, % at 9.99 µM | 90 min | 350,000 compounds, 0.05% hits | Protein disulfide-isomerase A6 (Homo sapiens), Q15084 | AID 651711, 2012;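 active means mean replicate inhibition above about 25%, with every replicate also reaching it, limit read from the data, passing the limit was not always enough; inconclusive means only one of those two criteria met; inactive means neither criterion met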
# Target sequence (Q15084 whole entry, looked up): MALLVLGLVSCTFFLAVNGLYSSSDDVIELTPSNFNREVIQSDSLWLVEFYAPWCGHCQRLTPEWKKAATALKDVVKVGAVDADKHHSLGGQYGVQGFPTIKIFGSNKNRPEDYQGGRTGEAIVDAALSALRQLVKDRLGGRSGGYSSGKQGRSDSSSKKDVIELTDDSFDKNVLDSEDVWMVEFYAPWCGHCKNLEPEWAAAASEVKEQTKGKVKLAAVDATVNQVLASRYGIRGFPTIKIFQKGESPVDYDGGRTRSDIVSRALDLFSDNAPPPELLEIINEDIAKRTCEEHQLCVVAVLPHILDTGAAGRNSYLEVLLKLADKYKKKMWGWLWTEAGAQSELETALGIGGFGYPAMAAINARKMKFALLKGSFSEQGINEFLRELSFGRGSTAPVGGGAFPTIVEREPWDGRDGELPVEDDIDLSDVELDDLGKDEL
# Numbers without * were called inactive; ? = inconclusive; . = not tested or not shown; & = joins results of further samples. No enrichment for hits, and some 4.2% of all compounds hit somewhere here.
SMILES,Xi reactivation,DENV2 CPE,ARNT TACC3 PPI,EWS-Fli inh,INS-1E GSIS act,CFTR F508del cor,PAX8 inh HTS,ERp5 inh
C[C@H](CO)N1C[C@H](C)[C@@H](CN(C)S(=O)(=O)c2ccccc2)OCCCC[C@H](C)Oc2ccc(NC(=O)CCCN(C)C)cc2C1=O,-0.1,-1,-2,3,3,-0.7,17,-2
CCN1CCN(S(=O)(=O)c2ccc(Cl)c(C(=O)N(C)Cc3cccs3)c2)CC1,0.1,0,8,10,1,3.2,-7,0
O=C(NCc1ccccn1)c1cccc(NS(=O)(=O)c2ccccc2F)c1,0.0,.,14,.,32,.,14,.
CCCC#Cc1ccc([C@H]2[C@@H](CO)N3C(=O)CN(C(=O)Nc4ccc(F)cc4)C[C@H]23)cc1,0.3,-6,.,.,-22,4.2,.,3
Cc1ccc(NC(=O)Nc2ccc3c(c2)C(=O)N(C)[C@H]2CC[C@H](CC(=O)O)O[C@H]2CO3)cc1,0.3,1,-17,1,16,0.0,-21,4
O=C(COC(=O)c1ccc(S(=O)(=O)Nc2ccccc2)cc1)NCC1CCCO1 (stereo not drawn),0.3,16,0,-2,-7,-3.1,4,-1
O=C(N/N=C/c1c[nH]c2ccccc12)c1[nH]c2ccc(Br)cc2c1-c1ccccc1,-0.1,-2,12,48,-10,.,94*,3
CCC(=O)N1CCN(c2cc3c(cc2F)c(=O)c(C(=O)O)cn3CC)CC1,-0.2,-2,-5,-6,13,1.1,10,0
Cc1ccc2nc(NC(=O)C3CCN(S(=O)(=O)c4cccc5nsnc45)CC3)sc2c1,-0.1,.,-5,.,-34,.,20,.
N/C(=N\OC(=O)c1ccc([N+](=O)[O-])cc1Cl)c1ccccn1,-0.1,-1,-1,72*,-15,-3.5,68*,1
COc1ccccc1-c1cn(CC[C@H]2CC[C@@H](NC(=O)C3CCCCC3)[C@H](CO)O2)nn1,0.2,-1,-5,5,-9,-3.9,9,2
C=CCn1cccc(C(=O)Nc2ccc(C)c(Cl)c2)c1=O,0.1,0,-7,-107,7,2.4,-43,2
N#Cc1nc(-c2ccc(Cl)cc2)oc1NCC1CCCO1 (stereo not drawn),0.0,.,-3,-36,31,-0.8,-40,-4
COc1ccc(-c2noc(CCC(=O)N3CCN(c4cccc(F)c4)CC3)n2)cc1,-0.1,4,-2,-5,16,-1.7,8,4
NC(=O)COc1ccc(C23CC4CC(CC(C4)C2)C3)cc1,0.0,11,-15,-46,-1,-3.5,-89,2
O=C(c1ccc(F)cc1)N1CC(=O)N2[C@@H](CO)[C@H](c3ccc(-c4ccccc4F)cc3)[C@@H]2C1,0.4,13,.,.,-3,1.9,.,1
FC(F)(F)c1ccccc1NC(=S)Nc1cccc(Cl)c1,0.2,-4,-14,12,4,1.1,20,-2
COC(=O)c1cc(OC)c(OC)cc1NC(=S)N1CCOCC1,0.0,4,-10,-2,17,0.1,3,1
CC1(C(=O)NS(=O)(=O)c2ccc(Cl)s2)CCN1C(=O)c1ccc(C2CCCCC2)cc1 (stereo not drawn),0.2,20,.,11,-18,0.1,.,-1
C[C@H]1CN([C@@H](C)CO)C(=O)Cc2cc(NC(=O)Nc3ccc(F)cc3)ccc2O[C@@H]1CN(C)C(=O)Nc1ccc2c(c1)OCO2,-1.3,9,-3,3,4,3.0,1,-9
CC(C)NC(=O)N1[C@H](CO)[C@@H](c2ccccc2)[C@@H]1CN(C)C(=O)c1cccnc1,-0.1,-3,-5,-11,4,2.8,-11,.
COc1ccc(CN(C)C[C@H]2OCCCC[C@@H](C)Oc3ccc(NC(=O)Nc4ccc5c(c4)OCO5)cc3C(=O)N([C@@H](C)CO)C[C@@H]2C)cc1,-0.1,-4,18,4,-43,1.4,-7,4
O=C(C[C@@H]1C=C[C@H](NC(=O)Nc2ccc3c(c2)OCO3)[C@H](CO)O1)NCCCN1CCOCC1,0.6,2,-5,-10,3,-3.3,-6,1
CO[C@H]1CN(C)C(=O)c2cc(NC(=O)Nc3ccccc3F)ccc2OC[C@@H](C)N(CCC(F)(F)F)C[C@@H]1C,-0.3,8,7,-3,-2,2.1,3,6
O=C(Nc1ccncc1)c1cc(-c2cccc(Br)c2)nc2ccccc12,0.1,?,-3,11,-10,0.5,15,0
Cc1ccccc1N=C(N)Nc1ccccc1C,0.4,6,6,-7,32,-5.9,0,-1
CCOc1ccc(NC(=O)c2ccc3c(c2)C(=O)N(Cc2ccncc2)C3=O)cc1,0.0,8,-7,-5,10,0.8,3,-2
COC(=O)[C@@H]1C[C@H]2CC[C@H](O)C[C@H]2N1Cc1ccc(Cl)cc1,0.4,-7,.,-3,-4,1.7,-3,0
O=C(N=C1SC2CS(=O)(=O)CC2N1c1ccccc1F)C1CCCCC1 (stereo not drawn),0.1,13,-2,.,8,-0.2,7,0
C[C@@H]1CCCCO[C@@H](CN(C)S(=O)(=O)c2ccc(F)cc2)[C@H](C)CN([C@@H](C)CO)C(=O)c2cc(NC(=O)Cc3ccccc3)ccc2O1,0.1,?,-10,8,-28,3.1,14,.
COc1ccc(CCN2C(=O)CC(NNC(=O)c3ccc(F)cc3)C2=O)cc1OC (stereo not drawn),0.3,.,6,.,21,.,2,.
CCOc1ccccc1NC(=O)CSC1=C(C#N)C(c2ccco2)C(C(=O)Nc2nc3ccccc3s2)=C(C)N1 (stereo not drawn),0.0,.,-11,.,14,.,17,.
COc1cc(CN2CCC(C(=O)NC(C)(C)C)CC2)ccc1OCc1ccccc1,0.1,-3,.,-17,.,3.2,-33,2
COc1ccccc1N1CCN(/N=C\C(Br)=C\c2ccccc2)CC1,0.2,6,12,-34,-9,-1.6,4,0
C/C(=N/NC(=O)c1ccc(Br)o1)C(C)C,0.0,9,-5,5,0,-0.9,23,1
O=C(COc1ccc(Cl)cc1Cl)Nc1ccc(Cl)cn1,.,5,-11,-23,35,0.0,.,1

# Part of the list above in order of molar mass, smallest number first.
SMILES,Xi reactivation,DENV2 CPE,ARNT TACC3 PPI,EWS-Fli inh,INS-1E GSIS act,CFTR F508del cor,PAX8 inh HTS,ERp5 inh
Cc1ccccc1N=C(N)Nc1ccccc1C,0.4,6,6,-7,32,-5.9,0,-1
C/C(=N/NC(=O)c1ccc(Br)o1)C(C)C,0.0,9,-5,5,0,-0.9,23,1
O=C(COc1ccc(Cl)cc1Cl)Nc1ccc(Cl)cn1,.,5,-11,-23,35,0.0,.,1
O=C(N=C1SC2CS(=O)(=O)CC2N1c1ccccc1F)C1CCCCC1 (stereo not drawn),0.1,13,-2,.,8,-0.2,7,0
COc1ccccc1N1CCN(/N=C\C(Br)=C\c2ccccc2)CC1,0.2,6,12,-34,-9,-1.6,4,0
O=C(Nc1ccncc1)c1cc(-c2cccc(Br)c2)nc2ccccc12,0.1,?,-3,11,-10,0.5,15,0
COc1cc(CN2CCC(C(=O)NC(C)(C)C)CC2)ccc1OCc1ccccc1,0.1,-3,.,-17,.,3.2,-33,2
COc1ccc(CCN2C(=O)CC(NNC(=O)c3ccc(F)cc3)C2=O)cc1OC (stereo not drawn),0.3,.,6,.,21,.,2,.
O=C(C[C@@H]1C=C[C@H](NC(=O)Nc2ccc3c(c2)OCO3)[C@H](CO)O1)NCCCN1CCOCC1,0.6,2,-5,-10,3,-3.3,-6,1
CO[C@H]1CN(C)C(=O)c2cc(NC(=O)Nc3ccccc3F)ccc2OC[C@@H](C)N(CCC(F)(F)F)C[C@@H]1C,-0.3,8,7,-3,-2,2.1,3,6
C[C@@H]1CCCCO[C@@H](CN(C)S(=O)(=O)c2ccc(F)cc2)[C@H](C)CN([C@@H](C)CO)C(=O)c2cc(NC(=O)Cc3ccccc3)ccc2O1,0.1,?,-10,8,-28,3.1,14,.

# (next part)
SMILES,Xi reactivation,DENV2 CPE,ARNT TACC3 PPI,EWS-Fli inh,INS-1E GSIS act,CFTR F508del cor,PAX8 inh HTS,ERp5 inh
C[C@H]1CCCCO[C@H](CN(C)Cc2ccncc2)[C@@H](C)CN([C@@H](C)CO)C(=O)c2cc(NS(=O)(=O)c3ccccc3)ccc2O1,0.1&0.3,9&-11,-3,0&-16,-6&20,-1.4&3.3,-6&6,0&-1
O=C(Cc1ccccn1)NCC[C@@H]1CC[C@@H](NS(=O)(=O)c2ccccc2)[C@@H](CO)O1,0.3,1,6,-10,8,2.7,20,1
CN(C)C(=O)c1ccc(-c2ccc([C@@H]3[C@@H](CO)N(C(=O)C4CCOCC4)[C@H]3C#N)cc2)cc1,0.1,7,3,-4,-5,-2.1,-28,-9
C[C@@H]1CN([C@H](C)CO)C(=O)c2cccc(NC(=O)C3CCOCC3)c2O[C@@H]1CN(C)S(=O)(=O)c1ccc(F)cc1,-0.2,-6,-6,-6,25,0.0,-3,-1
C=CCn1c(SCC(=O)N(CC)C2CCS(=O)(=O)C2)nc2scc(-c3ccccc3)c2c1=O (stereo not drawn),-0.1,12,-5,1,-5,2.5,8,-1
CCc1nc2c(OCc3ccccc3)cccn2c1N(C)C(C)=O,0.1,9,.,-11,-1,-1.2,4,-6
CC(=O)c1cccc(NC(=S)Nc2ccn(Cc3cccc4ccccc34)n2)c1,0.3,5,6,16,3,2.6,20,6
Cc1ccc(S(=O)(=O)NC(=O)Nc2cc(C)no2)cc1,0.3,-6,2,5,15,-1.3,10,12
Oc1c(Br)cccc1/C=N/Nc1c(F)c(F)c(F)c(F)c1F,0.0,.,2,.,6,.,4,.
CCN(CC(=O)Nc1ccc(OC)cc1)C(=O)CN1C(=O)NC(C)(c2ccc3ccccc3c2)C1=O (stereo not drawn),-0.1,?,.,0,-28,-3.4,11,8
Cc1ccc(CCN2C(=O)c3ccccc3C2C(=O)NCc2cccnc2)cc1 (stereo not drawn),0.1,0,-5,13,9,-3.5,15,0
CCCCC/C=N/NC(=O)c1[nH]c2ccc([N+](=O)[O-])cc2c1C,0.2,0,-7,4,.,0.1,19,5
CCN(C[C@@H]1N[C@H](CO)[C@@H]1c1ccc(C2=CCCC2)cc1)C(=O)c1ccccc1,0.1,.,1,5,-16,-2.0,23,1
O=C(NCc1ccncc1)c1ccc(-c2ccc(F)c(F)c2)c2ccoc12,-0.1,-5,.,17,.,1.4,.,3

# Screening results (PubChem)
